p53 reactivation = re-activators of mutant p53; H1299 p53-A138V BP100-luciferase reporter, luminescence, 24 h; Potency, µM (top dose mostly 92.2 µM), without a hit: at the highest dose activity change, positive = activation, hits mostly activators; 320,000 tested, 0.063% active; further: potency means the concentration at half of the fitted maximal effect; % of control where 0% means no effect; nearly all actives have a fitted effect of over 45% in size
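H1299 (p53-null), stable ts p53-A138V + BP100-Luc; 1000 cells/well, Opti-MEM/10% FBS; cpd 4 pt, 1:5; 24 h, 37 deg C, 5% CO2; detection reagent 10 min RT; luminescence.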
VP16 counter = inhibits Gal4-VP16 luciferase reporter, ROR gamma counter-screen; Drosophila S2 Gal4-VP16 UAS-luciferase, luminescence, 20 h; Potency, µM (doses to about 53.6 µM), for the others: top-dose activity, negative = inhibition, hits mostly inhibitors; 310,000 tested, 3.5% active; AID 2546;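 further: Gal4-VP16 expression switched on by copper sulfate through the metallothionein promoter; potency means the concentration at half of the fitted maximal effect; on the % scale 0 is the no-effect control and ±100 the full control effect; nearly all actives have a fitted effect of over 50% in size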
NPC1 promoter act = activates the NPC1 promoter; Huh7 NPC1 promoter luciferase reporter, 24 h; Potency, µM (highest dose often 9.22 µM), for inactives: at the highest dose activation, usual class: activators; 320,000 tested, 2.4% active; AID 485313;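 further: potency means the concentration at half of the fitted maximal effect; % of control where 0% means no effect; nearly all actives have a fitted effect of over 60% in size; reporter is driven by a mutant NPC1 promoter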
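In 1536-well qHTS, Huh7 cells harboring an NPC1 promoter–luciferase construct received compound for 24 h; activation was quantified by luminescence following luciferase reagent addition.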
FLuc counter = firefly luciferase modulation, counter-screen for miR-21 project; P08659; purified FLuc, Km substrates, luminescence inhibition; Potency, µM (highest dose often 57.5 µM), for inactives: top-dose activity change, negative = inhibition, usual class: inhibitors; 360,000 tested, 6.9% active;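 further: potency means the concentration at half of the fitted maximal effect; plate controls were vehicle for no effect and reference inhibitor for full effect; nearly all actives have a fitted effect of over 55% in size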
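Purified P. pyralis luciferase (10nM final) with 10uM D-luciferin and 10uM ATP (Km levels) in 50mM Tris acetate pH 7.5, 10mM Mg acetate, 0.01% Tween-20, 0.05% BSA; qHTS 6-point titration, ~60 µM downward; luminescence read.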
BRCA1 expr up = BRCA1 expression activation; 380,000 tested, 1.1% active; AID 624202; Potency, µM (doses to about 46.1 µM), for inactives: top-dose activation, actives largely listed as activators; MCF7-BRCA1-FFLuc reporter, luminescence, 48 h; response scale: scaled: vehicle 0%, 10 µM genistein 100%; further: potency means the concentration at half of the fitted maximal effect; nearly all actives have a fitted effect of over 80% in size; some results filed as inactive show a strong effect at the top dose
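Luminescence from a BRCA1-driven firefly luciferase in MCF7 cells was read after 48 h compound exposure at 37 C. Data normalized against DMSO and a 10microM genistein activation control, then curve-fitted across the titration.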
ELG1 genotoxic = induces genotoxicity in HEK293T cells with luciferase-tagged ELG1 | HEK293T ELG1-luciferase reporter, luminescence, 16 h | Potency, µM (titrated, usually from 46 µM), inactives show at the highest dose activity change, positive = activation, most hits filed as activators | 330,000 tested, 1.3% active | AID 504466; further: potency means the concentration at half of the fitted maximal effect; % of control where 0% means no effect; nearly all actives have a fitted effect of over 60% in size
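HEK293T cells expressing luciferase-tagged ELG1 were exposed to compound or DMSO vehicle for 16 hr at 37 °C and 5% CO2. Luciferase activity was then measured with ONE-Glo after 30 min at room temperature.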
RORg inh = inhibitors of mouse ROR gamma transcriptional activity; Drosophila S2 Gal4-RORgamma UAS-luciferase reporter, 20 h; Potency, µM (highest dose often 53.6 µM), without a hit: top-dose activity change, negative = inhibition, actives largely listed as inhibitors; 310,000 tested, 5.4% active; AID 2551; further: potency means the concentration at half of the fitted maximal effect; on the % scale 0 is the no-effect control and ±100 the full control effect; nearly all actives have a fitted effect of over 60% in size
Target sequence (P51450 whole entry, looked up, the tested form may be a part): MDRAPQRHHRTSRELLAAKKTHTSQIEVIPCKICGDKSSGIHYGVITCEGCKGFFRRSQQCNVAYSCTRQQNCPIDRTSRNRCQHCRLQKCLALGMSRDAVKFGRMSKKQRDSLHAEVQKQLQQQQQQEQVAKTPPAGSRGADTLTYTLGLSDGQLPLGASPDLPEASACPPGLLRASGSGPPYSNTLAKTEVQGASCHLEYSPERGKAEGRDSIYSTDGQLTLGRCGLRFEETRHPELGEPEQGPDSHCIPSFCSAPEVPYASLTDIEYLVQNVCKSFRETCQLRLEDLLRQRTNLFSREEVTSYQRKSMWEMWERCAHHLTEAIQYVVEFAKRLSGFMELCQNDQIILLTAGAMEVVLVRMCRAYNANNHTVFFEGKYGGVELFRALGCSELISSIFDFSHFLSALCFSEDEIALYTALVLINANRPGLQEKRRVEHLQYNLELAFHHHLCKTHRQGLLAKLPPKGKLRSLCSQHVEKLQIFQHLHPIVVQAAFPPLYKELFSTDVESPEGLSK
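Using a luciferase readout, inhibitors were identified by reduced reporter activity in Drosophila cells coexpressing a copper-inducible Gal4–ROR gamma fusion and UAS-driven Photinus luciferase, incubated 20 hr after 700 uM copper sulfate.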
PKM2 activator = PKM2 (human) enzyme activation; purified PKM2, Kinase-Glo ATP luminescence, activation; response scale: 0% is enzyme alone, no compound; Potency, µM (top dose mostly 57.5 µM), for inactives: top-dose activation, most hits filed as activators; 260,000 tested, 0.34% active; AID 1631; further: potency means the concentration at half of the fitted maximal effect; on the % scale 0 is the no-effect control and ±100 the full control effect; nearly all actives have a fitted effect of over 55% in size
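hPK-M2, >95% pure; 0.1 mM ADP / 0.5 mM PEP final; imidazole pH7.2 buffer w/ 7 mM MgCl2, 50 mM KCl; 1 h RT; Kinase-Glo lum. Intermediate enzyme activity for dual inhibitor/activator qHTS.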
Giardia kill = Giardia lamblia killing; 340,000 tested, 0.15% active; activity change, % at 7.66 µM, hits read low; Giardia lamblia trophozoite viability; in the data active means activity change below about -80%; inconclusive means between about -30% and that limit;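 further: parasites exposed to compound for two days anaerobically before the ATP read; on the % scale 0 is the no-effect control and ±100 the full control effect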
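Anaerobic 48 hrs incubation at 37 deg C of 100 trophozoites/well with test compounds; ATPLite 1-Step luminescence, 15-30 min RT, reports cellular ATP as viability.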
Menin-MLL TR inh = displaces Texas Red mutant MLL peptide from human menin | O00255 | Menin + Texas Red MLL mutant peptide, fluorescence polarization | Potency, µM (top dose mostly 61.6 µM), inactives show at the top dose FP activity change, negative = inhibition, usual class: inhibitors | 270,000 tested, 0.23% active | AID 1768; active means well fitted inhibition curve with a large enough effect in the polarisation, with a control signal flat, not every such curve was filed as active; inconclusive means small, poorly fitted or top-dose-only effect, or effect the other way, or a change in a side signal; inactive means no such curve, though single readings can be large or run the other way; the % refers to the polarisation; further: potency means the concentration at half of the fitted maximal effect; % of control where 0% means no effect; many of its hits are not listed in these tables
Target sequence (O00255 whole entry, looked up): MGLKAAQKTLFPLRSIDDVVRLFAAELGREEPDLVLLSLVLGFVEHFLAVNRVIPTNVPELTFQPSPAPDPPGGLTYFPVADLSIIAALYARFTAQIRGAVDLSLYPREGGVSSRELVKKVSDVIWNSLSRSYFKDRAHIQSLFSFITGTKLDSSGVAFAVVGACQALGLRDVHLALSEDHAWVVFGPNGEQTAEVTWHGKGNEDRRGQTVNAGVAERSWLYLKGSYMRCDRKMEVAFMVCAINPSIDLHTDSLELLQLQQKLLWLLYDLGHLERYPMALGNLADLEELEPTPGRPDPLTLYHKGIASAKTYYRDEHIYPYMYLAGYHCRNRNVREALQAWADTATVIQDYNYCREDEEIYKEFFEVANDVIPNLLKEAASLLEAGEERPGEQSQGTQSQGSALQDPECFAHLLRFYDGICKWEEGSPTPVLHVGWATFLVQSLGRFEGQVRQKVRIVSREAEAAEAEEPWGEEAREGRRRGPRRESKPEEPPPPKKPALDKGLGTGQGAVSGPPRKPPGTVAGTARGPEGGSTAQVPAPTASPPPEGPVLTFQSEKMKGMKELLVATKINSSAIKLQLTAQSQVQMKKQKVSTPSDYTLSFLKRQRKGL
Rab9 promoter act = activates the Rab9 promoter; AID 485297; Potency, µM (top dose mostly 9.22 µM), inactives show top-dose activation, negative = inhibition, actives largely listed as activators; 320,000 tested, 2.8% active; Huh7 Rab9 promoter-luciferase reporter, luminescence, 24 h; further: potency means the concentration at half of the fitted maximal effect; % of control where 0% means no effect; nearly all actives have a fitted effect of over 60% in size
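Using Huh7 cells stably transfected with Rab9 promoter–luciferase, compounds were incubated 24 h at 37 °C, 5% CO2; luciferase luminescence was read 10 min after reagent addition.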
* = called active by the depositor; ? = inconclusive; . = not tested or not shown; [ ] = dose if it differs, or a comment. Unless noted, the call rests on the fitted dose curve; in most records, active means well fitted curve in the direction sought with a large enough effect; inconclusive means small, poorly fitted or top-dose-only effect, or another doubt; inactive means no such curve, though single readings can be large; an effect the other way counts as inactive or inconclusive. An excerpt; the hit share may differ from the screen's.

SMILES	p53 reactivation	VP16 counter	NPC1 promoter act	FLuc counter	BRCA1 expr up	ELG1 genotoxic	RORg inh	PKM2 activator	Giardia kill	Menin-MLL TR inh	Rab9 promoter act
O=C(NCCCCc1ccccc1)C1CC(c2cc(C(F)(F)F)cc(C(F)(F)F)c2)=NO1 (stereo not drawn)	3%	-21%	-1%	1%	-5%	-2%	0%	5%	3	.	-6%
COc1ccccc1OCC(=O)OCc1cc(-c2ccco2)on1	-4%	.	0%	-4%	6%	-1%	.	.	10	.	1%
CCc1nnc2n1N=C(c1ccc([N+](=O)[O-])cc1)CS2	-2%	11%	-2%	0%	-14%	-4%	-6%	1%	-8	.	-1%
Cc1cc(NC(=O)CSc2nc3ccc(Cl)cc3[nH]2)no1	-4%	10%	0%	7%	-34%	3%	-14%	14%	-5	10%	1%
CC1CCc2c(sc(NC(=O)c3nc4ncccn4n3)c2C#N)C1 (stereo not drawn)	17%	0%	3.2µM*	7.6µM*	113%	?	1%	-1%	-1	.	4.5µM*
COC(=O)C1CN(C(=O)c2ccc(OC(F)F)cc2)c2ccccc2O1 (stereo not drawn)	2%	5%	3%	0%	-32%	7%	-30%	0%	-2	3%	0%
O=C(Nc1nnc(-c2ccncc2)o1)c1cccc(N2C(=O)CCC2=O)c1	-2%	10%	-2%	-19%	4%	1%	-26%	-2%	15	-3%	0%
Cc1cc(C(F)(F)F)n(-c2nc(C(=O)NN)cs2)n1	-2%	-6%	-2%	2%	-1%	0%	-19%	-5%	-11	-2%	22%
O=C(CN(c1ccc(F)cc1)S(=O)(=O)c1ccc2c(c1)OCCO2)NCC1CCCO1 (stereo not drawn)	-5%	.	-3%	4%	0%	-5%	7%[0.365 µM]	0%	14	-18%	2%
CCCC(=O)c1ccc(N2CCN(C(=O)c3ccccc3Br)CC2)c(F)c1	2%	?	-5%	3%	-33%	1%	?	4%	2	?	0%
N#CC1=C(N)OC2=C(C(=O)CCC2)C1c1cccs1 (stereo not drawn)	-1%	-14%	-4%	5%	20%	2%	12%	5%	12	-3%	0%
Cc1cc(N2CCN(C)CC2)nc2ccc(NC(=S)NCCC(C)C)cc12	0%	-3%	2%	-12%	-12%	6%	?	.	-18	5%	0%
CCCC(=O)NC(Nc1cccc(C(F)(F)F)c1)C(Cl)(Cl)Cl (stereo not drawn)	2%	-1%	0%	0%	-36%	-6%	11%	-3%	12	.	-2%
c1ccc(-n2ncc3c2ncn2nnnc32)cc1	-1%	11%	-3%	5%	4%	-1%	2%	-4%	-4	2%	2%
CC(=O)NNC(=O)C(O)(c1ccccc1)c1ccccc1	2%	-4%	2%	9%	-1%	0%	-19%	2%	4	0%	-3%
Cc1cccc(N(C(=O)c2snc(C(N)=O)c2N)C(C(=O)NCC2CCCO2)c2ccc(N(C)C)cc2)c1 (stereo not drawn)	-7%	-12%	-1%	2%	-4%	-14%	21%	3%	-6	-23%	-5%
c1ccc(NCc2cccc3ccccc23)nc1	-39%[inhibitor]	20%	8%	-17%	-25%	-1%	15%	0%	16	-1%	0%
CN(C)Cc1c(C(=O)N/N=C/c2cccc(OCc3ccc(F)cc3)c2)nnn1-c1nonc1N	-1%	6%	-8%	-3%	34%	-11%	27%	1%	-12	?	-1%
Cc1nnc(SCSc2nnc(C)s2)s1	-2%	2%	-3%	4%	16%	3%	-11%[10 µM]	1%	3	2%	5%
O=C(c1ccc(C(F)(F)F)cc1)N1CCC(=O)N(C(COCc2ccc(Cl)cc2)Cc2ccccc2)CC1 (stereo not drawn)	3%	-2%	-2%	3%	-43%	-7%	?	-2%	-5	-12%	-3%
O=C(/C=C/c1cn(-c2ccccc2)nc1-c1cccnc1)N1CCCCC1	-2%	11%	0%	15µM*	-12%	-4%	21%	-1%	-23	?	10%
N/C(Cc1ccc([N+](=O)[O-])cc1)=N\OC(=O)c1ccc(Br)o1	4%	-15%	-1%	3%	-71%	-3%	26%	2%	0	2%	-3%
CCOC(=O)c1oc2ccc3c(c2c1C)C(=O)CC1(CCN(C(=O)OCC)CC1)O3	17%	-2%	2%	1%	-44%	-15%	1%	0%	4	0%	-5%
CCOC(=O)c1c(-c2ccc(C)cc2)csc1NC(=O)C1CC=CCC1C(=O)O (stereo not drawn)	-5%	1%	-2%	-2%	-16%	-2%	21%	0%	13	4%	-7%
C=CCN1CN(Cc2ccco2)CNC1=S	10%	?	0%	3%	-6%	2%	13µM*	-16%	10	-5%	-1%

Further entries follow.
SMILES	p53 reactivation	VP16 counter	NPC1 promoter act	FLuc counter	BRCA1 expr up	ELG1 genotoxic	RORg inh	PKM2 activator	Giardia kill	Menin-MLL TR inh	Rab9 promoter act
CCN1C(=O)C(O)(CC(=O)c2ccc3c(c2)OCCO3)c2ccccc21 (stereo not drawn)	-5%	2%	3%	0%	-12%	-7%	-7%	-8%	?	-2%	4%
O=C(CN1C(=O)C2C3CCC(C3)C2C1=O)OCC(=O)c1ccc(Br)cc1 (stereo not drawn)	10%	3%	1%	-9%	-13%	2%	10%	-4%	-8	.	-9%
Cn1c(=O)c2[nH]c(N/N=C(/C#N)C(N)=O)nc2n(C)c1=O	5%	-5%	-1%	7%	0%	1%	-26%	-1%	18	.	-3%
CCCC(=O)Nc1cnc(NC(=O)c2cccc(F)c2)cc1C	-10%	-5%[0.365 µM]	0.45µM*	9.5µM*	35%	0.46µM*	?	-31%	-12	-6%	0.63µM*
Cc1cc(C(=O)CSc2nc3ccc(Cl)cc3[nH]2)c(C)n1CC1CCCO1 (stereo not drawn)	14%	?	-2%	?	-14%	-8%	0%	4%	0	9%	-4%
N#CC1(NC(=O)COC(=O)Cc2n[nH]c(=O)c3ccccc23)CCCCC1	-2%	.	-3%	2%	-14%	-1%	.	.	6	.	1%
Cc1ccccc1C(=O)NNC(=O)CSc1nnc(C)n1-c1ccccc1	-2%	?	-3%	-1%	-7%	-1%	5%	-2%	-3	11%	-6%
Cc1ccc(N2C(=O)SC(N(CC(=O)O)c3cccc(C)c3)C2=O)cc1 (stereo not drawn)	?	5%	4%	-2%	4%	16%	-3%	-1%	8	11%	-3%
O=C(NNC(=O)C1CCN(C(=O)Nc2ccccc2)CC1)c1ccc([N+](=O)[O-])cc1	-1%	.	0%	-1%	31%	-3%	.	.	4	.	12%
CCC(=O)/C(=C(/O)c1ccccc1)c1nc2ccccc2[nH]1	?	-2%	15%	?	?	11%	6.3µM*	-8%	-1	27%	?
Cc1cc(Cn2nc(C(=O)NCc3cccs3)cc2-c2ccccc2)on1	-13%	.	1%	3%	0%	-1%	.	.	13	.	-4%
O=C(O)C12CC3CC(C1)CC(n1ncc(NCc4ccccc4)c(Cl)c1=O)(C3)C2	-1%	-10%	-3%	3%	6%	2%	-1%	-1%	22	4%	-4%
O=C(Nc1ccc(Cl)cc1)/C(=C1\CCCN1)[N+](=O)[O-]	9%	22%	?	-1%	81%	15%	42%	3%	8	.	2.8µM*
C[C@@H](N)C(=O)NC[C@H]1CC[C@H](C(=O)N[C@@H](Cc2ccccc2)C(=O)O)CC1	1%	2%	2%	1%	-13%	3%	0%	.	-7	2%	0%
CCc1nnc(NC(=O)CCC(=O)NCc2ccccc2OC)s1	1%	-4%	1%	-5%	1%	0%	10%	-4%	8	1%	-2%
O=C(N/N=C/c1cccc([N+](=O)[O-])c1O)C(O)(c1ccccc1)c1ccccc1	-78%[inhibitor]	1.3µM*	1%	-16%	-47%	-1%	0.71µM*	3%	-25	?	0%
CC(=O)Nc1ccccc1NC(=O)COc1cccc2ccccc12	-8%	-3%	-3%	3%	-2%	3%	5%	6%	2	.	2%
COc1cc(OC)cc(-c2nnc(NC(=O)CCS(=O)(=O)c3ccc(F)cc3)o2)c1	-4%	.	-5%	-1%	1%	-4%	.	.	12	.	10%
CC(=O)N1CCN(c2ccccc2NC(=O)c2cc3ccccc3o2)CC1	-24%	12%	15%	-17%	0%	-8%	?	-2%	-5	.	13%
CCOc1cc(C(=S)N2CCOCC2)ccc1OC(=O)c1cc(OC)c(OC)c(OC)c1	.	.	-3%	-1%	14%	4%	.	-3%	39[activator]	-7%	-1%
COc1cc2cc(C(=O)N3CCOCC3)cc(-c3ccc(C)cc3)c2cc1OC	-3%	8.9µM*	-3%	-1%	-40%	-7%	?	.	17	?	4%
O=C(OCC(=O)N1CCc2ccccc21)c1cccc(S(=O)(=O)N2CCCc3ccccc32)c1	-6%	-3%	-2%	12%	-22%	1%	1%	2%	30	11%	-1%
